West Nile antiviral: inhibition of WNV-induced cytopathic effect – cell-based, CPE readout (AID 1621) | West Nile virus-infected cells, CPE inhibition; higher % means a stronger effect | CPE inhibition, % at 10 µM, or IC50 in µM where a hit was titrated | actives 0.02% (n = 290,000); in the data active means a potency from the dose series; inconclusive means CPE inhibition mostly from about 3.7% at the one dose, without a potency; inactive means the rest, 99 in 100 with CPE inhibition below about 2.2%; further: strong numbers were not always called active
XIAP antagonists: small molecules displacing peptide from XIAP – biochemical, IAP family, fluorescence polarization (AID 1018) | actives 0.007% (n = 200,000) | displacement, % at 20 µM; hits with a dose series show IC50 in µM | XIAP BIR domain, fluorescence polarization peptide displacement; higher % means a stronger effect; in the data active means displacement above about 50%; further: a part of the inactive calls stands beside numbers as strong as those of hits
CSM14.1 death rescue: rescue of cells from ER stress-induced death, primary screen, 384-well, CSM14.1, thapsigargin, ATP luminescence (AID 1222). CSM14.1 thapsigargin-induced death rescue, ATP luminescence; higher % means a stronger effect. one-dose cellular ATP content (survival), % at 20 µM; EC50 in µM for titrated hits. 190,000 tested, under 10 active;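 active means EC50 below 50 µM in the dose-response confirmation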;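 further: death triggered by thapsigargin at about 15 µM added after 2 h compound pretreatment; cell ATP read after overnight thapsigargin exposure of roughly 18 to 22 hours; normalized against plate controls of thapsigargin alone and 5% DMSO vehicle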
M17LAP inhibition: P. falciparum M17LAP inhibitors, primary screen, biochemical, fluorogenic H-Leu-NHMec substrate, 1536-well (AID 1619); recombinant M17LAP, H-Leu-NHMec fluorogenic kinetic assay; higher % means a stronger effect; inhibition, % at 30 µM; hits with a dose series show IC50 in µM; actives 0.38% (n = 220,000);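 active means compound inhibiting the enzyme by more than half at any dose during confirmatory dose-response retesting; inconclusive means strong single-dose inhibitors picked by rank but not retested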;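 further: plate controls were full reaction with DMSO carrier for no effect and no enzyme background for full effect; strong numbers were not always called active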
SIAH1 antagonists: Siah-1 peptide-binding antagonists, primary screen, biochemical, fluorescence polarization, rhodamine-plectin, uHTS (AID 1817) | Siah-1 / rhodamine-plectin peptide fluorescence polarization; higher % means a stronger effect | one-dose displacement, % at 20 µM; IC50 in µM for titrated hits | actives 0.02% (n = 290,000);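 active means displacement of at least 50% at 20 µM, with a fluorescence ratio check between 0.3 and a set limit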;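 further: plate controls were Siah plus tracer with DMSO for no effect and tracer alone without Siah for full effect; strong numbers were not always called active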
Yfh1-off respiration: enhancers of respiration in Yfh1-depleted yeast, dose response, Friedreich's ataxia, plus single-dose screen (AID 1465). S. cerevisiae Yfh1-off respiration, WST-1 reduction, 72 h; higher fold induction means a stronger effect. actives 0.074% (n = 220,000). one-dose fold induction at 50 µM; EC50 in µM for titrated hits;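 active means fold induction of absorbance versus untreated yeast above a set limit, then at least 30% activation at any dose in follow-up; inconclusive means repeats straddling the limit, or above it without dose testing; inactive means fold induction below the set limit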;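 further: activators that raise dye reduction in frataxin-depleted yeast; strong numbers were not always called active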
M1AAP inhibition: malaria alanyl aminopeptidase activity blockers – biochemical, fluorogenic H-Leu-NHMec substrate, 1536-well (AID 1445) | inhibition, % at 30 µM, or IC50 in µM where a hit was titrated | actives 0.42% (n = 220,000) | recombinant M1AAP, H-Leu-NHMec fluorogenic kinetic assay; higher % means a stronger effect;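 active means primary inhibition above the hit cutoff, then over 50% inhibition at one or more dose response concentrations, cut at about 23% in these data, passing the limit was not always enough; inconclusive means conflicting primary data, or primary hits not chosen for dose response; inactive means low primary inhibition, or under 50% at every dose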;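 further: plate controls were DMSO full reaction for no effect and no enzyme background for full effect; strong numbers were not always called active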
Salmonella PhoP GFP: PhoP-dependent GFP reporter repression – Salmonella Typhimurium, primary screen (AID 1863) | actives 0.16% (n = 300,000) | S. Typhimurium PhoP-regulated promoter GFP reporter, 4 h; higher % means a stronger effect | inhibition, % at 50 µM, or IC50 in µM where a hit was titrated;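 active means inhibition over 29.93%, a cutoff 3 SD above the screen mean, later confirmed by dose response; inconclusive means inhibition over 29.93% but no dose response follow-up; inactive means inhibition at most 29.93% or unconfirmed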;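 further: 0% = low Mg2+ inducing control and 100% = high Mg2+ repressing control; strong numbers were not always called active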
human PMI inhibitors: MPI inhibition at elevated mannose 6-phosphate – biochemical, fluorescence intensity, high mannose 6-phosphate, primary screen (AID 1220). recombinant PMI enzyme, coupled fluorescence intensity; higher % means a stronger effect. actives 0.66% (n = 190,000). one-dose inhibition, % at 20 µM; IC50 in µM for titrated hits; in the data active means inhibition above about 50%
* marks the source's active call; other numbers are inactive results; i = inactive; ? = inconclusive; · = no result given.

SMILES	West Nile antiviral	XIAP antagonists	CSM14.1 death rescue	M17LAP inhibition	SIAH1 antagonists	Yfh1-off respiration	M1AAP inhibition	Salmonella PhoP GFP	human PMI inhibitors
O=C(O)C1CC=CCC1C(=O)N1CCCC1 (stereo unspecified)	0.6%	0.1%	0.0%	-1.7%	0.7%	i	7.6%	1.4%	-0.8%
COc1ccc(CSc2nc(C)cc(=O)[nH]2)cc1	0.0%	-3.7%	·	3.1%	-0.6%	i	0.8%	-6.0%	8.9%
CC(Oc1ccccc1)C(=O)Nc1ccccc1F (stereo unspecified)	-0.3%	-3.2%	1.4%	-0.4%	1.4%	i	13.6%	-1.2%	10.4%
CCOC(=O)N1CCN(C(=O)c2cnn3c(C(F)(F)F)cc(-c4cccs4)nc23)CC1	0.1%	-2.2%	3.0%	7.5%	2.1%	i	11.2%	-10.3%	4.6%
COc1ccc(-c2coc3cc(O)cc(O)c3c2=O)cc1OC	0.2%	·	·	-10.4%	-7.0%	i	0.1%	5.5%	·
Cc1cc(C)cc(OCc2ccc(C(=O)N3N=C(C(F)F)CC3(O)C(F)F)o2)c1 (stereo unspecified)	·	-2.3%	-3.1%	9.6%	4.5%	·	0.8%	13.9%	20.2%
Cc1cccc(NC(=O)c2ccccc2NC(=O)CCC(=O)O)c1	-0.6%	0.2%	-0.9%	10.7%	0.2%	i	-1.3%	2.9%	-5.2%
Cc1nonc1NC(=O)CSc1nc(CCC2CCCC2)nc2ccccc12	0.7%	·	·	4.7%	1.5%	i	2.9%	-2.9%	·
COc1ccc(C(=O)NC(=S)Nc2ccccc2[N+](=O)[O-])cc1OC	-0.1%	-4.1%	1.7%	8.7%	1.4%	i	1.5%	-1.9%	-3.0%
Cc1ccc(C)c(N2CCN(S(=O)(=O)c3ccc4c(c3)OCCO4)CC2)c1	-0.5%	-4.1%	2.9%	0.7%	6.3%	i	2.3%	-7.6%	18.4%
COC(=O)c1ccc(OC(=O)c2cccnc2)cc1	0.2%	-1.9%	-3.0%	-4.0%	5.5%	i	-2.2%	24.7%	-13.6%
COc1ccccc1C(=O)n1nc(-c2ccccc2)nc1NCc1ccco1	-0.3%	-2.0%	·	6.2%	1.1%	i	10.5%	-16.7%	25.8%
COc1nc(-c2ccccc2)cc(-c2ccccc2)n1	0.1%	-0.4%	-3.1%	-5.1%	-0.8%	i	7.0%	-1.2%	15.0%
COc1ccc(S(=O)(=O)N2CCOCC2)cc1NC(=O)Cn1nnc2ccccc2c1=O	0.3%	-15.3%	0.7%	2.8%	3.6%	i	3.5%	-0.8%	11.8%
Cc1nc2cc(F)ccc2n1C1CCN(C(=O)c2c(F)cccc2F)CC1	-0.8%	0.0%	-0.3%	-27.1%	-5.8%	i	5.3%	4.8%	2.3%
CCOC(=O)c1sc(=NC(=O)c2ccc(C)cc2)n(C)c1C	-1.0%	-4.2%	·	5.9%	-0.1%	i	-4.0%	-11.6%	1.9%
CC1(C)CC(NC(=O)c2sc3cc(Cl)ccc3c2Cl)CC(C)(C)N1	?	-1.3%	-2.8%	-1.5%	1.1%	i	-3.8%	1.4%	5.2%
CC(C)CC(COCc1ccc([N+](=O)[O-])cc1)N1CCN(C(=O)c2ccc(C(F)(F)F)cc2)CCC1=O (stereo unspecified)	-1.1%	-1.2%	-3.3%	3.8%	-11.8%	i	-1.5%	-1.1%	0.4%
Cc1ccc(-c2csc(NC(=S)NC(=O)c3cc4ccccc4o3)n2)cc1	0.9%	-7.1%	-0.4%	4.8%	-0.6%	i	2.1%	7.8%	4.2%
N#Cc1ccc(OCC(=O)N2CCN(S(=O)(=O)c3cccs3)CC2)cc1	0.3%	-5.4%	-0.9%	-3.0%	2.1%	i	5.2%	-4.0%	-5.5%
COc1ccc(NCc2cc3cc(OC)ccc3[nH]c2=O)cc1	1.4%	-4.5%	1.1%	-17.9%	-0.3%	i	?	-4.5%	30.7%
CSc1nc(O)c(C2OC(=O)c3ccccc32)c(=O)[nH]1 (stereo unspecified)	0.6%	-6.7%	-0.2%	-4.1%	-2.5%	i	4.6%	-12.7%	8.9%
CC(=O)Nc1ccccc1N(CC(O)Cn1c2ccccc2c2ccccc21)S(=O)(=O)c1ccc(C)cc1 (stereo unspecified)	24.5%	-2.8%	-0.8%	11.1%	-6.4%	i	3.3%	8.7%	17.0%
CS(=O)(=O)N1CCCC(C(=O)N2CCOCC2)C1 (stereo unspecified)	0.4%	0.8%	-3.8%	-1.6%	3.6%	i	7.6%	-1.9%	9.5%
O=C(CCCc1ccccc1)Nc1cccnc1Cl	-0.2%	-7.1%	0.2%	-1.5%	1.3%	i	1.9%	-9.0%	2.7%
O=S(=O)(N/N=C\C=C\c1ccccc1)c1ccc(Cl)cc1	-0.5%	-6.7%	-1.9%	21.1%	-0.9%	i	8.0%	1.0%	-0.5%
CC1CN(C(=O)c2ccc(COc3ccc(C(C)C)cc3)o2)CC(C)O1 (stereo unspecified)	-1.1%	-7.4%	-1.3%	-5.5%	-2.3%	i	-3.7%	6.6%	-2.6%
O=C(NCc1ccc2c(c1)OCO2)c1ccc(CSCc2cccc(Cl)c2)o1	-0.3%	-11.7%	0.7%	1.1%	8.8%	i	-0.7%	8.5%	12.2%
COC(=O)C1=C(Nc2ccc(C)cc2)C=C(C)C(C(=O)OC)C1c1ccc(F)cc1 (stereo unspecified)	0.9%	1.0%	1.5%	7.3%	2.3%	i	-2.5%	1.1%	8.5%
CCOc1ccc2nc(Cl)c(C3CC(c4ccco4)=NN3S(C)(=O)=O)cc2c1 (stereo unspecified)	-1.0%	·	·	5.4%	2.9%	i	4.3%	-4.4%	·
C/C(CC(=O)Nc1cccc(Cl)c1)=N\NC(=O)Cc1ccc(Cl)cc1	-1.3%	-4.8%	-2.1%	0.2%	1.4%	i	1.8%	9.6%	8.4%
O=C(NNS(=O)(=O)c1ccccc1)c1ccc(S(=O)(=O)N2CCCCC2)cc1	0.7%	-3.3%	-2.8%	-4.9%	1.6%	i	0.0%	-1.9%	13.4%
Cc1ccc2c(c1)N(C(=O)CCC(=O)O)CCO2	0.0%	-2.4%	-2.9%	40.9%	3.2%	i	-1.7%	-2.8%	-3.9%
O=C(O)c1ccc2c(c1)ncn2C1CCCCCC1	0.5%	-4.8%	-0.3%	-9.1%	1.3%	i	-0.1%	-14.4%	-9.7%
O=C(Nc1cccnc1)c1cn(-c2ccccc2)nc1-c1cccs1	0.0%	-0.1%	-1.2%	-4.6%	2.8%	i	7.0%	8.4%	9.3%
Cc1cc(C(=O)N2CCN(c3ncccn3)CC2)c(C)o1	0.0%	-5.9%	0.3%	-2.3%	-1.6%	i	0.9%	-8.6%	1.4%
CN(C)c1ccc(C2C=C(c3ccc(Cl)cc3OC(F)F)Nc3ncnn32)cc1 (stereo unspecified)	0.0%	-4.9%	-0.3%	0.7%	-0.3%	i	4.9%	-8.8%	19.7%
Cn1c(N)c(C(=O)COC(=O)[C@@H]2CCCN2S(=O)(=O)c2ccc(Cl)cc2)c(=O)n(C)c1=O	-0.1%	-6.2%	-0.7%	0.7%	19.9%	i	6.5%	-6.5%	-1.7%
C/C(Cn1cnc([N+](=O)[O-])n1)=N\NC(=O)c1ccccc1O	-0.4%	-2.4%	-1.0%	10.1%	5.2%	i	11.2%	-5.3%	6.7%
CSC1=C(C#N)C(c2ccccc2)C(C(C)=O)=C(C)N1 (stereo unspecified)	-0.1%	-4.8%	1.5%	5.2%	2.7%	i	2.2%	3.6%	2.7%
COc1cccc(CNC(=O)CCC2CCCN(C/C=C/c3ccccc3OC)C2)c1 (stereo unspecified)	-1.6%	-5.5%	0.6%	-5.3%	-1.9%	i	-0.9%	-5.4%	-4.7%
CCn1c(C)c(P(c2ccccc2)c2ccccc2)[n+]2ccccc12	0.2%	-6.2%	-0.8%	6.5%	-4.6%	i	4.7%	-8.0%	-2.0%
OC(c1ccccn1)c1c[nH]c2ccccc12 (stereo unspecified)	0.4%	-4.8%	-0.5%	7.7%	0.0%	i	2.3%	3.8%	9.9%
CCOc1ccc([N+](=O)[O-])c(N)c1	-0.2%	-9.9%	-3.4%	12.8%	-1.0%	i	6.2%	3.6%	-4.8%
C=CCn1c(SCc2cccnc2)nnc1-c1ccncc1	0.0%	0.3%	2.6%	-0.3%	1.2%	i	5.2%	1.0%	-5.6%
COC(=O)c1sc2ccccc2c1C(=O)OC	0.3%	-11.8%	-1.5%	16.5%	-6.7%	i	3.1%	7.7%	-18.2%
CC(C)N(Cc1ccccc1)C(=O)c1ccc2nsnc2c1	0.3%	·	·	-0.6%	-6.5%	i	3.5%	2.6%	·
CCSc1nc2ccccc2n1Cc1ccccc1F	-0.2%	-4.0%	1.9%	6.4%	-1.8%	i	6.5%	-2.1%	4.8%
CCNC(=O)CC1C(=O)N(CC)C(=S)N1NC(=O)c1cccnc1 (stereo unspecified)	0.8%	-2.4%	-0.7%	-6.8%	-2.5%	i	1.9%	-1.1%	-4.7%

Record cards, as listed above:
Profile of CCNC(=O)CC1C(=O)N(CC)C(=S)N1NC(=O)c1cccnc1 (stereo unspecified) = West Nile antiviral: 0.8%; XIAP antagonists: -2.4%; CSM14.1 death rescue: -0.7%; M17LAP inhibition: -6.8%; SIAH1 antagonists: -2.5%; Yfh1-off respiration: i; M1AAP inhibition: 1.9%; Salmonella PhoP GFP: -1.1%; human PMI inhibitors: -4.7%
Profile of C=CCn1c(SCc2cccnc2)nnc1-c1ccncc1 = West Nile antiviral: 0.0%; XIAP antagonists: 0.3%; CSM14.1 death rescue: 2.6%; M17LAP inhibition: -0.3%; SIAH1 antagonists: 1.2%; Yfh1-off respiration: i; M1AAP inhibition: 5.2%; Salmonella PhoP GFP: 1.0%; human PMI inhibitors: -5.6%

Six entries from above, arranged by their value in human PMI inhibitors, falling:
Compound,human PMI inhibitors
CCSc1nc2ccccc2n1Cc1ccccc1F,4.8%
CCn1c(C)c(P(c2ccccc2)c2ccccc2)[n+]2ccccc12,-2.0%
CCNC(=O)CC1C(=O)N(CC)C(=S)N1NC(=O)c1cccnc1 (stereo unspecified),-4.7%
CCOc1ccc([N+](=O)[O-])c(N)c1,-4.8%
C=CCn1c(SCc2cccnc2)nnc1-c1ccncc1,-5.6%
COC(=O)c1sc2ccccc2c1C(=O)OC,-18.2%

Compound activity deposited in PubChem BioAssay by several laboratories.
